# GAA glycogen mod: qHTS Assay for Inhibitors and Activators of Human alpha-Glucosidase Cleavage of Glycogen. AID 2100, 2009. hit rate 0.38% among 300,000. Potency, µM (series often up to 76.4 µM), for inactives: top-dose activity change, negative = inhibition, hits mostly inhibitors. recombinant GAA, glycogen substrate, Amplex Red glucose oxidase fluorescence; active = well fitted inhibition curve with a large enough effect;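 note: 0% = full enzyme reaction and -100% = no-enzyme basal signal; the screen sought inhibitors and activators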
#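 Recombinant human alpha-glucosidase (4 nM final) hydrolysed bovine liver glycogen (30 ug) for 40 min at 37 C in pH 5.0 citrate/phosphate with 0.01% Tween-20. Released glucose detected by glucose oxidase/Amplex Red, Ex 573/Em 610 nm. Compounds up to 77 uM; AC50 from Hill fits.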
# An asterisk follows results filed as active; & = joins results of further samples; [ ] = remark or other dose. Potency is the fitted concentration of half-maximal effect. The list is partial, so the mix of outcomes need not match the whole.
GAA glycogen mod,molecule
-12.7%,Oc1ccc(N2CCN(CC(O)c3ccccc3)CC2)cc1 (stereo not drawn)
-4.0%[76.3 µM],Cc1ccc(Oc2ccc(S(=O)(=O)N3CCOCC3)cc2C(N)=O)cc1C
0.6%[76.3 µM],COc1ccc(-c2nnc(SCc3ccc(C(=O)O)cc3)n2C)cc1OC
-0.5%[76.3 µM],O=C(COc1ccccc1)Nc1ccc2[nH]ncc2c1
8.0%[76.3 µM],COc1cc(C2C(C(=O)c3cc4ccccc4o3)=C(O)C(=O)N2CCN2CCOCC2)ccc1OCCC(C)C (stereo not drawn)
-15.4%[76.3 µM],CCc1nn(CC(=O)NCCCN2CCN(C)CC2)c(=O)c2cc3sccc3n12
5.0%,COc1cc(OC)cc(C(=O)NCC(=O)Nc2ccc(C)c(Cl)c2)c1
-3.9%[76.3 µM],COc1ccc(N(CC(=O)Nc2cccc(C)c2)S(=O)(=O)c2c(C)noc2C)cc1
-3.2%[76.3 µM],O=C(NCCCN1CCCC(O)C1)c1cc(COc2ccc(F)cc2F)on1 (stereo not drawn)
-3.6%[15.3 µM],COc1ccc2c3c(c(=O)oc2c1)C1O[C@](CCCCN2C(=O)c4ccccc4C2=O)(Cc2c1ccc1ccccc21)O3
-10.6%[76.3 µM],Cc1cccc(C(=O)N2CCN(S(=O)(=O)c3ccc4c(c3)OCCCO4)CC2)c1[N+](=O)[O-]
0.2%[76.3 µM],CCOc1ccccc1N(CC(=O)Nc1ccccc1F)S(=O)(=O)c1ccccc1
-0.9%,CC(=O)NCCc1ccc(S(=O)(=O)Nc2ccc(NC(=O)c3ccc(F)cc3)cc2)cc1
9.4%,O=C(CSc1n[nH]c(-c2ccncc2)n1)Nc1ccc(Cl)cc1
10.6%[76.3 µM],CCOc1ccccc1C(=O)NC1CCN(CC(=O)Nc2cc(OC)ccc2OC)CC1
-6.4%[76.3 µM],CC(=O)N1CCN(C(=O)CNC(=O)c2ccc(Br)o2)CC1
0.0%[76.3 µM],COc1ccc(S(=O)(=O)N(C)c2ccc(C(=O)N3CCN(C)CC3)cc2)cc1
2.4%[76.3 µM],CCC(C)[C@H](NC(=O)[C@H](Cc1ccccc1)n1c(=O)[nH]c2ccccc2c1=O)C(=O)NCC1CCC(C(=O)O)CC1 (stereo partly drawn)
0.2%[76.3 µM],O=S(=O)(Nc1cccc(-c2ccc(N3CCCCCC3)nn2)c1)c1ccccc1Cl
2.9%[76.3 µM],COc1cc(OC)c(C(=O)Nc2cccnc2)cc1OC
2.1%[76.3 µM],O=C(NCCC(=O)N1CCCCC1)c1ccc(Br)cc1
-4.7%[76.3 µM],COc1ccccc1N1CCN(C2CCCN(C(=O)CCc3ccccn3)C2)CC1 (stereo not drawn)
-3.0%,CC(=O)C1=C(O)C(=O)N(c2ccc(O)cc2)C1c1ccccc1F (stereo not drawn)
1.9%,COc1ccc(OC)c(S(=O)(=O)N2CCC(NC(=O)c3ccccc3)CC2)c1
-0.2%,CCc1nc(Nc2ccc(F)cc2)c2oc3ccccc3c2n1
-5.9%[76.3 µM],COc1ccc(C2/C(=C(/O)c3ccc4c(c3)CC(C)O4)C(=O)C(=O)N2CCN2CCOCC2)cc1OC (stereo not drawn)
-9.2%[76.3 µM],CC(C)c1c(C(=O)N/N=C/c2ccc(-c3ccccc3)cc2)nnn1-c1nonc1N
-8.1%[76.3 µM],COc1cccc(OCCNCc2ccccc2)c1
-7.1%[76.3 µM],Cc1oc(-c2ccccc2F)nc1CS(=O)CC(=O)NC1CCCCC1 (stereo not drawn)
10.8%[76.3 µM],CC(C)(C)OC(=O)N1CCC(Cc2cc(-c3cccc(Br)c3)no2)(C(=O)O)CC1

# Five entries from above, in CSV form:
SMILES,GAA glycogen mod
COc1cc(OC)c(C(=O)Nc2cccnc2)cc1OC,2.9%[76.3 µM]
Cc1oc(-c2ccccc2F)nc1CS(=O)CC(=O)NC1CCCCC1 (stereo not drawn),-7.1%[76.3 µM]
O=C(NCCC(=O)N1CCCCC1)c1ccc(Br)cc1,2.1%[76.3 µM]
COc1ccc(OC)c(S(=O)(=O)N2CCC(NC(=O)c3ccccc3)CC2)c1,1.9%
CC(C)c1c(C(=O)N/N=C/c2ccc(-c3ccccc3)cc2)nnn1-c1nonc1N,-9.2%[76.3 µM]

# (listing goes on)
GAA glycogen mod,molecule
-0.1%[76.3 µM],N=c1c(C(=O)NC2CCCCC2)cc2c(=O)n3ccccc3nc2n1Cc1ccccc1
-11.0%[76.3 µM],CCOc1cc(C2C(C#N)=C(N)Oc3cc(N)ccc32)ccc1O (stereo not drawn)
-1.2%[76.3 µM],COc1ccc(OC)c(CNS(=O)(=O)c2c(C)nc3scc(C)n3c2=O)c1
7.0%,COc1cc2c(cc1OC)/C(=C/C(=O)c1ccc(C)cc1)NCC2
5.3%,COc1ccccc1CNC(=O)c1ccc2c(c1)OCO2
1.4%[76.3 µM],CC(=O)Nc1ccc(S(=O)(=O)NCc2cc(=O)n(C)c(=O)n2C)cc1
-0.7%,COc1ccc(N(C(=O)Cn2nnc(-c3ccc(C)o3)n2)C(C(=O)NC2CCCC2)c2ccncc2)cc1 (stereo not drawn)
0.9%,CC(=O)c1ccc(NC(=O)/C(=C\c2ccco2)NC(=O)c2ccco2)cc1
-1.8%,CN1CCN(C(=O)/C(=C/c2ccccc2Cl)NC(=O)c2ccccc2)CC1
-1.0%[76.3 µM],O=C(Nc1ccccc1O)c1ccc(NC(=O)C2CC2)cc1
-5.6%[76.3 µM],Cc1cccc(C)c1OCC(=O)NNC(=S)NC(=O)C1CC1
18.4%[76.3 µM],NS(=O)(=O)c1ccc(-c2ccc(C=C3C(=O)c4ccccc4C3=O)o2)cc1
-5.2%[76.3 µM],CCc1ccccc1NC(=O)NNC(=O)CCc1ccc(OC)cc1
-9.3%[76.3 µM],Cc1nc(C)c(-c2ccc(SCC(=O)Nc3ccc(F)cc3F)nn2)s1
-3.4%,Cc1cc(C)cc(N(CC(=O)NC2CCCC2)C(=O)c2csnn2)c1
-0.2%,O=S(=O)(c1ccc(Cl)cc1)N1CCC(c2nc3ccccc3[nH]2)CC1
-5.6%,COc1ccc(CNC(=O)CN(Cc2ccccc2)C(=O)CCC(=O)Nc2nccs2)cc1
-11.8%[76.3 µM],Cn1cc(Br)c(C(=O)N2CCCCCC2)n1
-17.1%,CC(C)(C)OC(=O)CN1C(=O)NC2(CCCc3ccccc32)C1=O (stereo not drawn)
-25.2%[76.3 µM],COc1ccc(-c2cc(C)no2)cc1S(=O)(=O)N1CCN(c2ccccn2)CC1
1.1%,FC(F)(F)c1nnc2n1N=C(c1ccccc1)CS2
2.4%,O=C(NCCCNc1ccnc2cc(Cl)ccc12)c1ccccc1F
-6.6%[76.3 µM],CN(CC(=O)Nc1ccccc1Cl)C(=O)COC(=O)c1ccc(Cl)cc1[N+](=O)[O-]
4.3%[76.3 µM],CC(=O)Oc1ccccc1/C=C/c1ccc2ccccc2[n+]1C
-5.2%[76.3 µM],Cc1c(NC(=O)c2ccccc2NC(=O)COc2ccccc2)cccc1C(=O)O
-0.7%,CCC(C)(C)n1nnnc1C(C(C)C)N1CCN(C(=O)c2ccco2)CC1 (stereo not drawn)
8.4%,O=[N+]([O-])c1cccc(N(CC2CO2)S(=O)(=O)c2ccccc2)c1 (stereo not drawn)
5.9%,O=C(CN(C(=O)CNC(=O)c1ccco1)c1ccc(F)cc1)NC1CCCC1
4.7%,CC(=O)Nc1ccc(N=c2cc([N+](=O)[O-])cc(Cl)n2O)cc1
-6.3%[76.3 µM],COCC(=O)N1CCC(Oc2ccc(C(=O)NC(C)c3nccs3)cc2)CC1 (stereo not drawn)

# Reprinted at random: 6 entries already listed
GAA glycogen mod,molecule
4.7%,CC(=O)Nc1ccc(N=c2cc([N+](=O)[O-])cc(Cl)n2O)cc1
-5.2%[76.3 µM],CCc1ccccc1NC(=O)NNC(=O)CCc1ccc(OC)cc1
-3.4%,Cc1cc(C)cc(N(CC(=O)NC2CCCC2)C(=O)c2csnn2)c1
7.0%,COc1cc2c(cc1OC)/C(=C/C(=O)c1ccc(C)cc1)NCC2
-5.2%[76.3 µM],Cc1c(NC(=O)c2ccccc2NC(=O)COc2ccccc2)cccc1C(=O)O
8.4%,O=[N+]([O-])c1cccc(N(CC2CO2)S(=O)(=O)c2ccccc2)c1 (stereo not drawn)

# More structures:
GAA glycogen mod,molecule
-9.5%[76.3 µM],Oc1ccc(-c2nc3ccccc3nc2-c2ccccc2)cc1
-11.5%[76.3 µM],O=[N+]([O-])c1cccc(S(=O)(=O)N2CCCCC2c2cccnc2)c1 (stereo not drawn)
-4.7%,O=C1CCC[C@@H]2[C@H]3CCC[N+]4([O-])CCC[C@@H](CN12)[C@@H]34 (stereo partly drawn)
-9.1%[76.3 µM],COc1cccc2sc3ccc(NCCC4CCCN4C)cc3c(=O)c12 (stereo not drawn)
-4.1%,C=CCn1c(=O)c2ccccc2n2c(SCC(C)=O)nnc12
13.8%[76.3 µM],O=C(NCc1ccccc1Cl)c1ccc(NC2=NC3CS(=O)(=O)CC3S2)cc1 (stereo not drawn)
-0.7%,Cc1cc(NC(=O)CCC(=O)N(CC(=O)NC2CCCC2)c2ccc(F)c(Cl)c2)no1
15.6%[76.3 µM],CCCCS(=O)(=O)N1CCCC(C(=O)NCC2CCCO2)C1 (stereo not drawn)
-1.5%[76.3 µM],COc1ccc(S(=O)(=O)Nc2ccc3c(c2)OCCO3)cc1OC
-7.4%,Cc1ccc(NS(=O)(=O)c2cccc3cccnc23)c(Br)c1
-0.2%,Cc1ccc(-c2nnn(CC(=O)N(c3cccc(F)c3)C(C(=O)NC3CCCC3)c3ccncc3)n2)o1 (stereo not drawn)
3.7%[76.3 µM],C=CCn1c(Cc2cccs2)nnc1SCC(=O)NC1CC1
7.3%[76.3 µM],CC(C)(CO)NS(=O)(=O)c1ccc2c(c1)Cc1cc(S(=O)(=O)NC(C)(C)CO)ccc1-2
-3.4%[76.3 µM],CCCCNC(=O)c1cc2nc(-c3ccccc3)cc(C(F)(F)F)n2n1
-4.1%[76.3 µM],CCc1cc(CNC(=O)c2cc(COc3ccc(C)nc3)on2)on1
3.0%,COc1ccc(S(=O)(=O)N2CCC(C(=O)NCc3cccnc3)CC2)cc1OC
4.5%[76.3 µM],O=C(CCC(=O)N1CCOc2ccccc21)Nc1cc(F)ccc1F
-2.5%[76.3 µM],CC(NC(=O)[C@H](NC(=O)[C@@H]1Cc2ccccc2CN1)c1ccccc1)c1ccccc1 (stereo partly drawn)
16.9%,COc1cccc(CNC(=O)N2CCN(c3ccccc3C)CC2)c1
-6.5%,Fc1cccc(/C=N/Nc2ccc(Cl)nn2)c1
-2.5%[76.3 µM],CCCCn1c(N)c(N(CCC(C)C)C(=O)c2ccc([N+](=O)[O-])o2)c(=O)[nH]c1=O
-1.8%,Cc1ccc(S(=O)(=O)N2CCCCC2)cc1
2.0%[76.3 µM],Cc1cc(C)nc(NS(=O)(=O)c2ccc(NC(=O)c3ccccc3[N+](=O)[O-])cc2)n1
-12.2%,CC(C)C(NC(=O)/C(=C/c1ccco1)NC(=O)c1ccc(Br)o1)C(=O)O (stereo not drawn)
-8.1%[76.3 µM],COc1cc(C(=O)Nc2cccc(-n3cnnn3)c2)cc(Cl)c1OC
3.1%,COc1ccccc1CNC(=O)COc1ccc(S(=O)(=O)N2CCCC2)cc1
12.2%&-10.1%[76.3 µM],CCN1C(=NCCc2cccnc2)N[C@@H](c2ccccc2)[C@H](C(=O)OC)[C@H]1C
3.8%,COC(=O)c1[nH]c2c(c1C)C(=O)CC(c1cc(OC)c(OC)c(OC)c1)C2 (stereo not drawn)
-19.7%[76.3 µM],COc1ccc(CN2CC(C(=O)NC3CCCCC3)CC2=O)cc1 (stereo not drawn)
-6.2%,CCn1nc(NC(C)=O)c2cc3cccc(C)c3nc21
-5.8%,O=C(CCl)Nc1ccc(S(=O)(=O)Nc2nccs2)cc1
1.6%,CC(C)Oc1ccc(Br)cc1C(=O)N/N=C/c1c[nH]c2ccccc12
-5.4%,COc1cc(OC)c(OC)cc1CCC(C)NCCC(c1ccccc1)c1ccccc1 (stereo not drawn)
-9.9%[76.3 µM],CCOc1cc(C(C(=O)NCC2CCCO2)N(C(=O)Cn2nnc3ccccc32)c2cccc(OC)c2)ccc1O (stereo not drawn)
0.0%,COCc1cc(=O)[nH]c(N2CCN(C(=O)c3ccco3)CC2)n1
1.1%[76.3 µM],COc1ccc(-c2cc(C(=O)NN3CCOCC3)c3ccccc3n2)cc1OC
-4.7%,COc1ccc(C(C(=O)NC2CCCCC2)N(C(=O)c2ccco2)c2ccccc2OC)cc1 (stereo not drawn)
-1.1%[76.3 µM],Cc1c(C)c2ccc(OCC(=O)Nc3cccnc3)cc2oc1=O
-8.9%[76.3 µM],CCc1cc(=O)oc2cc(C)cc(OCC(=O)NCC(O)c3ccccc3)c12 (stereo not drawn)
-3.7%[76.3 µM],Cc1cc(=O)nc2c3ccccc3n(CC(=O)NCCC3=CCCCC3)n12
1.3%[76.3 µM],CCc1ccccc1NC(=O)CC(NCc1ccccc1)C(=O)O (stereo not drawn)
-5.0%[76.3 µM],Cc1c(OCC(=O)NCCCN2CCCC2=O)ccc2c3c(c(=O)oc12)CCCC3
2.4%,COc1cc2c(cc1OC)-c1cc(Nc3ccc(C)cc3)nc(=O)n1CC2
0.4%,CC(NC(=O)c1ccccc1)c1nnc(SCC(=O)NC2CCCC2)n1C (stereo not drawn)
-0.1%[76.3 µM],CCCc1c(C)nc(N2CCN(c3ccc(F)cc3)CC2)[nH]c1=O
-6.4%[76.3 µM],CCS(=O)(=O)c1nc(S(=O)(=O)c2ccc(C)cc2)c(N2CC(C)OC(C)C2)s1 (stereo not drawn)
1.7%[76.3 µM],Cc1cc(C)c(OCC(=O)N(C)CC(=O)Nc2ccc(N3CCOCC3)cc2)c(C)c1

# Screening data as filed in PubChem BioAssay.
